# proCasp7 act – activates human procaspase-7, counter-screen for procaspase-3 activators; AID 463210; actives 0.093% (n = 330,000); activation, % at 8.5 µM; P55210; recombinant procaspase-7, Ac-DEVD-pNA absorbance 405 nm; D23A/D198A/D206A triple mutant, cannot self-cleave; scale: DMSO 0, 5 µM enzyme 100;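 active means percent activation above the screen-wide mean plus 3 SD, cut at about 25% in these data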
# Target sequence (P55210 whole entry D23A/D198A/D206A): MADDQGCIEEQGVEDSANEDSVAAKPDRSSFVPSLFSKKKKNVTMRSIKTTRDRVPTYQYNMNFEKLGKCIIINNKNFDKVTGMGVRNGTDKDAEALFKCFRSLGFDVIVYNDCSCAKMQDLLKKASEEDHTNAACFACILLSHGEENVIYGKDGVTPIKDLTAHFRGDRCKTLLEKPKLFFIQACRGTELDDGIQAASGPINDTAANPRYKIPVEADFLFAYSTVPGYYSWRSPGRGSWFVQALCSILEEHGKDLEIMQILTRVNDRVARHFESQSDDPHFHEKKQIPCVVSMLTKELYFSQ
#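 Replicates: singlicate. Assay system: Procaspase-7 triple mutant (PC-7 D3A). Signal: 405 nm absorbance of p-nitroaniline. Times: 1 h preincubation, 2 h reaction. Buffer or medium: Zinc-free HEPES pH 7.4 with 300 mM NaCl, 0.01% Triton X-100. Also added: DEVD-pNA substrate. Benchmarks: DMSO wells as 0%, DMSO with 5 µM added PC-7 as 100%.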
# LAP4-GFP MLPCN – alters LAP4-GFP fluorescence in TOR pathway yeast screen | S. cerevisiae LAP4-GFP multiplex, flow cytometry GFP, 3 h; median GFP as percent of DMSO wells | GFP response vs DMSO, % at 10 µM | actives 0.34% (n = 320,000) | AID 2023;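 active means GFP response vs DMSO above a set limit, about the screen mean plus 3 SD, cut at about 150% in these data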
# GASC-1 inh – human JMJD2C demethylase inhibition. actives 0.069% (n = 330,000). inhibition, % at 2.35 µM. Q9H3R0. GST-JMJD2C(1-420) H3K9me3 demethylation, DELFIA europium;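 active means more than half of a compound's replicate wells show inhibition beyond 50%, single wells judged on their own value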;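 further: signal counts dimethyl H3K9 product captured on neutravidin plate; 0% = median of DMSO wells and 100% = 0.3 times that DMSO median; strong numbers were not always called active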
# Target sequence (Q9H3R0 1-420 limits assumed): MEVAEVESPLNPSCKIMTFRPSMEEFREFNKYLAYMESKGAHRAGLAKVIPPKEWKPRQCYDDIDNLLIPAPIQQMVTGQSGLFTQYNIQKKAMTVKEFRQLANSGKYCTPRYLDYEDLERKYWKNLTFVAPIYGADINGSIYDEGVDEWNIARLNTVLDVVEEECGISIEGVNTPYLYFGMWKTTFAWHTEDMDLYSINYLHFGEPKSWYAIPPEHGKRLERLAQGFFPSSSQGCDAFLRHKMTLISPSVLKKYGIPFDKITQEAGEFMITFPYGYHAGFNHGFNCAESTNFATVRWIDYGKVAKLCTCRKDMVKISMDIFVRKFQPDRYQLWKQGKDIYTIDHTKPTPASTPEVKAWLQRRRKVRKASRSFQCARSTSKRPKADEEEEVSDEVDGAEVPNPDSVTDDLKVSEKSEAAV
# proCasp3 act – activates human procaspase-3 | actives 0.11% (n = 330,000) | recombinant procaspase-3 D3A, Ac-DEVD-pNA absorbance 405 nm | AID 463141 | activation, % at 8.5 µM;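 active means activation above the mean of all tested compounds plus 3 SD, cut at about 21% in these data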;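 further: 0% = DMSO alone and 100% = DMSO wells spiked with extra 5 µM PC-3 D3A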
# Target sequence (P42574 whole entry D9A/D28A/D175A): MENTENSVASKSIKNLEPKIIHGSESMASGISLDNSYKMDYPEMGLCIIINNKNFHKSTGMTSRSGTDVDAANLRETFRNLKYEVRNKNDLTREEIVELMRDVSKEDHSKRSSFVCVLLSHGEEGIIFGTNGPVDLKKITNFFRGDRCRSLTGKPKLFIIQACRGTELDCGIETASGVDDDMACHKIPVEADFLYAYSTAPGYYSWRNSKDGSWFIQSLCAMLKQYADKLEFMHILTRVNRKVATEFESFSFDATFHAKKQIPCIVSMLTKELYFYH
#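 Compound: 8.5 µM single point, 0.8% DMSO / Material: Autoprocessing-dead procaspase-3 D3A mutant enzyme / Timing: 1 h preincubation plus 2 h reaction at 25 °C / Medium: Zinc-free HEPES/NaCl buffer with 0.01% Triton X-100 at pH 7.4 / Technique: 405 nm absorbance of p-nitroaniline, reads at 0 and 120 min / Repeats: one well per compound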
# RPL19A TOR yeast – modulators of TOR pathway RPL19A-GFP in S. cerevisiae. S. cerevisiae RPL19A-GFP strain, flow cytometry, 3 h; stronger effect = lower value. percent response vs DMSO, % at 10 µM. actives 0.3% (n = 330,000). AID 2025;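 active means percent response vs DMSO below 50%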;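 further: median channel GFP fluorescence of the barcoded RPL19A-GFP strain; ratio of sample median GFP to plate DMSO average so 100% = DMSO; lower means less RPL19A-GFP as with rapamycin TOR inhibition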
# CR mimetic SO – caloric restriction mimetics inhibiting age-related superoxide in yeast | superoxide response (% of plate mean), % at 10 µM | actives 0.18% (n = 330,000) | S. cerevisiae aged cells, superoxide DHE fluorescence; stronger effect = lower value;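 active means superoxide response under a set limit, about three screen SD below normal, cut at about 65% in these data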;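 further: yeast aged for seven days with compound at 30 °C before DHE staining; 100% = average MFI of all compound-treated wells on the plate with controls excluded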
# MEP2 TOR yeast – modulators of TOR pathway MEP2-GFP in S. cerevisiae; S. cerevisiae MEP2-GFP strain, flow cytometry GFP, 3 h; 100% = DMSO control level; GFP response vs DMSO, % at 10 µM; actives 0.51% (n = 330,000);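 active means GFP response versus DMSO above a set limit, roughly screen mean plus 3 SD, cut at about 180% in these data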;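 further: median GFP fluorescence of the barcode-gated MEP2-GFP cells per well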
# AHR activator – activates the human aryl hydrocarbon receptor | actives 2.5% (n = 320,000) | activation, % at 5 µM | AID 2796 | AHR-responsive luciferase reporter cells, luminescence; in the data active means activation above about 47%;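 further: 0% = vehicle wells and 100% = reference agonist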
# * hit, by the source's call; / = not tested or not shown.
no.	compound	proCasp7 act	LAP4-GFP MLPCN	GASC-1 inh	proCasp3 act	RPL19A TOR yeast	CR mimetic SO	MEP2 TOR yeast	AHR activator
1	COC(=O)C(Cc1ccccc1)NC(=O)COc1ccc(C(C)(C)C)cc1 (stereo unspecified)	3.8	87.2	60.8*	0.8	99.7	90.7	99.2	-1.1
2	Cn1c(SCc2cccc(Br)c2)nc2ccccc2c1=O	-1.2	94.3	1.5	5.7	104.5	97.9	100.4	4.3
3	Cc1cc(SCCC(=O)O)nc2ccccc12	-0.9	92.6	-15.4	-0.9	96.4	87.5	98.4	0.5
4	COCCOC(=O)c1c(C)n(C)c2ccc(OC(=O)c3ccccc3OC)cc12	0.9	101.5	-18.0	0.5	93.2	107.6	97.8	2.5
5	O=C(NCCCN1CCOCC1)c1ccc(Sc2ccccc2Cl)c([N+](=O)[O-])c1	8.5	92.0	3.6	7.0	105.6	92.7	102.9	-0.4
6	CC1(C)C2([N+](=O)[O-])CN3CC1([N+](=O)[O-])CN(C2)C3C(O)C(O)C(O)CO (stereo unspecified)	2.9	117.3	0.7	-8.9	103.1	93.9	108.8	-1.1
7	S=C(Nc1ccc2cn[nH]c2c1)Nc1ccccc1Cl	-10.7	103.5	-9.4	-11.4	93.2	102.7	97.7	17.4
8	CCOC(=O)c1ccccc1NC(=O)N[C@@H](C)C(=O)OC	7.9	98.5	-21.6	-1.9	99.8	79.5	105.6	-0.5
9	CC1(C(=O)NC2CCCC2)CCC(=O)N1Cc1ccccc1Cl (stereo unspecified)	2.5	86.1	-12.9	-7.3	94.3	98.6	91.5	-2.3
10	Cc1cc(C)c(S(=O)(=O)Nc2ncn[nH]2)cc1C	7.1	110.2	8.9	-5.2	106.2	89.5	108.5	2.5
11	C=CCNC(=S)N(CC=C)C1CCS(=O)(=O)C1 (stereo unspecified)	3.4	88.6	-1.6	-4.9	101.1	120.5	103.1	-2.1
12	O=C(Nc1ccc(S(=O)(=O)Nc2nccs2)cc1)c1ccc(=O)[nH]c1	-1.4	93.2	-5.3	1.3	104.5	87.8	104.2	5.3
13	O=S(=O)(NCC(c1ccco1)N1CCN(c2ccccc2F)CC1)c1ccc2c(c1)OCCO2 (stereo unspecified)	1.3	106.3	2.0	3.4	105.3	88.4	105.6	2.3
14	CC(=O)N1N=C(c2ccccc2)OC1c1cccnc1 (stereo unspecified)	15.5	91.5	3.8	5.3	99.9	111.7	97.5	2.8
15	COc1ccc(-n2c(=O)c3c(C)c(C)sc3n(Cc3ccc(F)cc3)c2=O)c(OC)c1	-8.8	99.2	-5.6	1.7	93.2	90.4	85.7	-0.2
16	COc1ccccc1S(=O)(=O)c1ccccc1[N+](=O)[O-]	3.7	87.6	3.2	4.0	101.8	112.1	102.3	0.8
17	COC(=O)c1ccc(NC(=O)c2ccc(NS(=O)(=O)c3cccc4cccnc34)cc2)cc1	10.4	97.9	-13.4	-0.9	103.8	106.5	101.9	-0.9
18	COCCNS(=O)(=O)c1ccc(Cl)c(C(=O)NC2CCN(Cc3ccccc3)CC2)c1	-0.5	83.3	3.5	-0.3	93.0	106.7	105.5	-1.4
19	COc1ccc(CN(C(=O)c2ccc(-c3ccccc3)[nH]2)C(C(=O)NC(C)(C)C)c2ccncc2)cc1 (stereo unspecified)	-16.5	95.2	-8.9	-6.3	90.5	92.6	88.9	8.7
20	Cc1nc(Cl)sc1C(=O)O	-2.6	97.9	-2.1	4.2	100.6	117.4	104.3	-1.1
21	CC(C)[C@H](NS(=O)(=O)c1cccc(Cl)c1)C(=O)OCC(=O)N1CCN(c2ccccc2)CC1	0.4	87.0	15.3	4.9	98.0	105.0	89.5	-2.2
22	O=C(NCc1ccc(F)cc1)C1CCN(C(=O)NCc2ccccc2)CC1	-0.7	106.1	-4.4	-4.2	105.5	104.5	111.4	0.6
23	COC(=O)[C@@H]1C[C@@]2(O)[C@@H](O)[C@@H](O)[C@@H](O)C[C@H]2N1Cc1ccc(C(F)(F)F)cc1	0.2	96.0	-7.8	3.1	94.4	104.7	96.1	0.7
24	Nc1nc(CN2CCN(c3ccc(F)cc3)CC2)nc(N2CCCc3ccccc32)n1	3.3	97.4	-70.6	2.5	101.6	92.3	105.1	2.0
25	Cc1ccccc1S(=O)(=O)Oc1cccc2c(O)cccc12	-5.8	96.9	31.5	0.2	100.1	109.6	109.8	2.9
26	COc1ccc(NC(=S)NCCC2=CCCCC2)cc1OC	-5.2	91.3	-2.0	1.6	91.6	106.5	89.9	1.4
27	CC1CCCN(C(=O)c2ccc3c(c2NCCO)C(=O)c2ccccc2C3=O)C1 (stereo unspecified)	-4.4	97.3	11.5	-4.8	100.3	150.3	92.2	9.5
28	Cc1cc2ccccc2c(=O)n1CC(=O)NCC(=O)N1CCCC1	-2.3	96.2	5.3	1.0	97.8	95.7	95.1	2.1
29	S=C1Cc2ccccc2C(c2ccc(Cl)cc2)N1 (stereo unspecified)	-12.3	103.6	-1.2	-1.9	105.9	97.7	103.2	0.0
30	O=C([C@@H]1Cc2ccccc2CN1)N1CCN(Cc2ccccc2)CC1	/	94.7	3.8	/	106.1	97.9	108.7	/

# 3 entries from above, ordered by molar mass, smallest number first:
no.	compound	proCasp7 act	LAP4-GFP MLPCN	GASC-1 inh	proCasp3 act	RPL19A TOR yeast	CR mimetic SO	MEP2 TOR yeast	AHR activator
23	COC(=O)[C@@H]1C[C@@]2(O)[C@@H](O)[C@@H](O)[C@@H](O)C[C@H]2N1Cc1ccc(C(F)(F)F)cc1	0.2	96.0	-7.8	3.1	94.4	104.7	96.1	0.7
15	COc1ccc(-n2c(=O)c3c(C)c(C)sc3n(Cc3ccc(F)cc3)c2=O)c(OC)c1	-8.8	99.2	-5.6	1.7	93.2	90.4	85.7	-0.2
13	O=S(=O)(NCC(c1ccco1)N1CCN(c2ccccc2F)CC1)c1ccc2c(c1)OCCO2 (stereo unspecified)	1.3	106.3	2.0	3.4	105.3	88.4	105.6	2.3

# (listing goes on)
no.	compound	proCasp7 act	LAP4-GFP MLPCN	GASC-1 inh	proCasp3 act	RPL19A TOR yeast	CR mimetic SO	MEP2 TOR yeast	AHR activator
31	COc1cc(/C=N/NC(=O)/C(=C\c2ccc3c(c2)OCO3)NC(=O)c2ccccc2)ccc1O	10.9	82.8	5.6	-3.9	100.8	106.2	98.3	69.0*
32	CC(=O)c1c(N2CCOCC2)nc(=S)n(-c2ccc([N+](=O)[O-])cc2)c1C	-3.7	100.5	-6.5	-1.5	101.2	102.6	99.8	1.6
33	O=C(COc1ncnc2ccccc12)NC1CCCC1	-1.2	112.2	-1.9	-0.9	105.5	116.5	105.7	0.9
34	CCC(CC)C(=O)N1CC(=O)Nc2ccc(F)cc2C1c1ccccc1 (stereo unspecified)	5.7	92.0	-0.5	-2.7	103.2	105.1	103.0	0.3
35	Cn1ncc([N+](=O)[O-])c1C(=O)Nc1cccc2ccccc12	5.9	84.8	-8.1	-2.5	93.9	89.5	94.6	2.8
36	CC(C)(C)NC(=O)CN(C(=O)C(=O)Nc1ccc2c(c1)OCCO2)N1CCOCC1	7.8	77.7	0.1	1.6	87.2	96.8	86.5	0.5
37	CCOC(=O)C1(Cc2ccccc2C)CCCN(Cc2cn(C)nc2C)C1 (stereo unspecified)	2.2	105.9	-1.8	5.0	89.9	97.8	92.2	0.2
38	COc1cccc(CN2CC(C(=O)NCCc3ccccc3C(F)(F)F)CCC2=O)c1 (stereo unspecified)	9.9	92.3	3.4	12.6	98.6	89.7	100.5	-0.5
39	O=S(=O)(Nc1ccncc1Cl)c1cc(Cl)ccc1Cl	-9.0	97.3	8.5	0.8	105.3	92.4	102.1	7.0
40	COC(=O)CNC(=O)CN1C(=O)N(c2cccc(Cl)c2)C(N(O)C(=O)Nc2cccc(Cl)c2)C1(C)C (stereo unspecified)	9.9	105.5	-2.4	1.6	99.6	94.8	105.6	-0.3
41	Cc1nn(Cc2ccccc2Cl)c(C)c1NC(=O)c1nc2ncccn2n1	7.6	102.7	14.0	-2.5	103.3	96.4	104.4	0.4
42	Cc1ccc(C2(C)NC(=O)N(CC(=O)Nc3ccccc3N3CCCCC3)C2=O)cc1 (stereo unspecified)	2.0	100.8	9.9	-1.3	96.4	101.9	100.9	-2.8
43	CCCNC(=O)C(=O)NCc1ccccn1	3.8	89.6	-14.7	4.2	104.9	108.1	106.3	1.9
44	CN1CCN(C(=O)c2c(O)c3cccc4c3n(c2=O)CCC4)CC1	3.8	110.7	15.2	-3.5	102.8	95.0	105.6	4.6
45	Cc1noc(NS(=O)(=O)c2ccc(NS(=O)(=O)c3ccc(Cl)cc3)cc2)c1C	-4.2	91.5	2.7	-1.6	101.0	92.0	96.7	0.9
46	Cc1cc(C)cc(NC(=O)Nc2cnccn2)c1	-1.2	105.1	2.7	-2.9	100.1	91.3	97.2	22.6
47	NC(=O)Nc1cc(Cl)ccc1Cl	2.2	/	6.6	-2.1	97.7	98.5	103.7	-0.6
48	O=C(COC(=O)c1ccccc1O)NC(c1ccccc1)c1ccccc1	3.5	89.1	6.5	11.0	96.5	117.8	104.9	-2.7
49	CC(C)C1CC(O)(C2(O)CCCCC2)ON1 (stereo unspecified)	2.4	102.5	/	8.8	91.3	87.6	111.4	-0.8
50	COc1ccc(NC(=O)COC(=O)c2ccc3ccccc3n2)cc1OC	-2.5	94.8	/	1.2	99.1	95.0	104.0	9.3
51	Cc1ccc(C(=O)/C=C2/NC(=O)CS2)cc1	-11.2	92.5	-4.2	2.6	102.9	82.6	98.1	2.9
52	CCOc1ccc(NS(=O)(=O)c2ccc(C(=O)NCC(c3ccc(OC)cc3)N3CCCC3)cc2)cc1 (stereo unspecified)	12.1	113.1	-6.6	-2.0	103.3	82.6	98.3	-2.2
53	CC(C)OCCCn1c(=O)c2ccccc2n2c(CCC(=O)NCc3ccccn3)nnc12	2.8	90.2	3.6	-1.3	94.9	110.2	86.1	-0.8
54	O=C(COc1ccc(Br)cc1)N1CCN(c2ncccn2)CC1	-0.3	106.4	/	-1.9	103.4	85.0	102.4	1.1
55	O=S(=O)(c1ccc2ccccc2c1)N1CCN(Cc2ccccn2)CC1	-0.1	98.7	8.6	4.4	94.1	80.6	101.6	-0.4
56	COc1ccccc1NC(=O)CCC(=O)OC(C)C(=O)c1ccccc1 (stereo unspecified)	1.7	100.6	3.8	5.0	101.0	96.4	106.3	0.9
57	Cc1ccc(CNc2cc(C(=O)O)ccc2C)s1	0.8	94.5	-9.8	1.1	96.6	104.5	97.1	2.7
58	COc1ccc(Cl)cc1-c1n[nH]c(=S)n1C1CCCCC1	-16.2	88.4	1.4	-7.3	92.7	86.5	104.8	13.6
59	O=C(COC(=O)CCNS(=O)(=O)c1ccccc1)NC(=O)c1ccccc1	10.3	107.6	-0.8	2.0	98.0	110.4	100.0	3.2
60	Clc1ccccc1-c1nnc2sc(-c3ccco3)nn12	1.8	115.8	34.8	2.1	98.8	89.2	125.3	17.2
61	CC(=O)N1CCc2cc(S(=O)(=O)CCC(=O)NCc3ccc4c(c3)OCO4)ccc21	0.4	101.0	35.9	-2.7	100.5	106.9	101.7	-1.4
62	CC(C)NC(=O)N(C)C[C@H]1Oc2c(NC(=O)Nc3ccccc3)cccc2C(=O)N([C@H](C)CO)C[C@@H]1C	-4.1	108.4	/	-1.0	97.7	97.6	96.4	-1.9
63	COc1ccc(S(=O)(=O)N2CCOCC2)c(C)c1C	3.4	103.5	3.2	3.6	103.5	101.8	99.2	-1.5
